Screens from PubChem BioAssay.
TAAR1 ag: human TAAR1 agonism; CHO RD-HGA16 TAAR1, Fluo-8 calcium fluorescence; vehicle wells 0%, saturating PEA agonist 100%; activation, % at 3 µM; actives 0.99% (n = 360,000); AID 624467;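 active = activation above the mean activation of all test compounds in the run plus 3 SD, cut at about 38% in these data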
Target sequence (Q96RJ0 whole entry, looked up): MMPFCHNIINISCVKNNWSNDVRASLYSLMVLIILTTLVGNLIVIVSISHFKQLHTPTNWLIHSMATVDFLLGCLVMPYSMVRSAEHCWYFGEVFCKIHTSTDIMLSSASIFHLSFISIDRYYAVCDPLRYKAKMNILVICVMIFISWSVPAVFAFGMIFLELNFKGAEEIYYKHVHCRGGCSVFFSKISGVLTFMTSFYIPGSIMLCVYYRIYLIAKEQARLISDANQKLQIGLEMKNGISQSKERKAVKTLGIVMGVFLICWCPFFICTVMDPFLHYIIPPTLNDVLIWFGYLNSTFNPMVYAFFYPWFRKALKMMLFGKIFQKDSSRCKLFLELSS
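Assay system – CHO-derived RD-HGA16 cells with stable Gα16 and human TAAR1 · Compound dosing – one-point dosing at 3 µM (nominal) · Incubation – 17-24 h seeding, 75 min 37 °C dye, 30 min RT · Measured by – kinetic Fluo-8 calcium fluorescence · Control set – DMSO vehicle as 0%, PEA at EC100 as 100% · Repeats – single well for each compound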
CRFR2-BP antag: blocks CRF-induced signaling of the CRF-BP/CRF-R2 complex | AID 588475 | actives 0.59% (n = 350,000) | inhibition, % at 11.8 µM | HEK293 CRF-R2/CRF-BP, CRF-induced calcium fluorescence;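 active = inhibition of the ligand-induced calcium signal above about 50% at the single tested concentration, limit read from the data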
CHRM5 antagonist: antagonists of human muscarinic M5 receptor (CHRM5) | P08912 | CHO-hM5 cells, Fluo-8 calcium fluorescence, ACh EC80 | inhibition, % at 3 µM | actives 0.59% (n = 360,000) | AID 624040;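 active = inhibition above a per-plate cutoff, the mean of that plate's test compounds plus 3 SD, cut at about 27% in these data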;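 note: 0% = acetylcholine EC80 with DMSO and 100% = DMSO without agonist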
Target sequence (P08912 whole entry, looked up): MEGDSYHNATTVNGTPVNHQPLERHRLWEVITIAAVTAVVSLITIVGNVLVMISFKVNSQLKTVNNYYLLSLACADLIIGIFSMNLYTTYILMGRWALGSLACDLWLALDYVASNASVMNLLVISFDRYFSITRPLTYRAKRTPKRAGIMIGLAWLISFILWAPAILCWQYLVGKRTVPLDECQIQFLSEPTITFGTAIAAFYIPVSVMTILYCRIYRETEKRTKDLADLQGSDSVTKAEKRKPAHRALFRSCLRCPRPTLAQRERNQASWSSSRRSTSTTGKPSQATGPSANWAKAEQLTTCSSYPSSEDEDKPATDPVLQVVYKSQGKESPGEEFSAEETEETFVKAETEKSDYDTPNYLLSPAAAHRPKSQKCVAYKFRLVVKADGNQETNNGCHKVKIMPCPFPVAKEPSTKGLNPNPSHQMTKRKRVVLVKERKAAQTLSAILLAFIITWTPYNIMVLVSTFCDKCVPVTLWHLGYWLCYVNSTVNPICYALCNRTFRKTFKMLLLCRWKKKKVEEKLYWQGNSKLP
TAAR1 antagonist: human TAAR1 antagonism. inhibition, % at 3 µM. AID 624466. CHO RD-HGA16 TAAR1, Fluo-8 calcium fluorescence, antagonist. Q96RJ0. actives 1.5% (n = 360,000);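 active = inhibition above a per-plate cutoff, the mean inhibition of test compounds on that plate plus 3 SD, cut at about 49% in these data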;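 note: 0% = DMSO plus EC80 beta-PEA response and 100% = DMSO alone without agonist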
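System: CHO RD-HGA16 cells bearing hTAAR1. Reagent: EC80 β-phenethylamine stimulus. Schedule: seeding 17-24 h prior, 75-min 37 °C, 30-min RT dye loading. Signal: Fluo-8 intracellular calcium dye fluorescence, real-time kinetic reads. Read-out: % inhibition from peak post-agonist over basal fluorescence ratio. Benchmarks: vehicle wells and EC80 agonist wells. Replicates: n of 1.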
CRFR2-BP ag: CRF-BP/CRF-R2 complex agonism; HEK293 CRF-R2/CRF-BP, calcium dye fluorescence (FLIPR); percent of saturating CRF peptide response; activation, % at 13.2 µM; actives 0.46% (n = 350,000); AID 588473;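 active = activation of at least 50%, plus an integration ratio under a set limit after plate pattern correction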;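 note: plate controls were neutral control wells without compound for no effect and CRF at EC100 for full effect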
CHRM5 agonist: CHRM5 agonism in calcium assay; P08912; CHO-K1 hM5 cells, Fluo-8 calcium fluorescence; 0% DMSO wells, 100% maximal acetylcholine response; activation, % at 3 µM; actives 0.19% (n = 360,000);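 active = activation above the run's mean over test compounds plus 3 SD, cut at about 23% in these data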;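 note: signal is peak over basal fluorescence ratio across the kinetic read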
CHRM4 PAM: positive allosteric modulators of human muscarinic M4 receptor; actives 0.4% (n = 360,000); activation, % at 3 µM; P08173; CHO-K1 hM4/Gqi5, Fluo-8 calcium fluorescence, ACh EC20; 0% = ACh EC20, 100% = maximal ACh;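 active = activation above its plate's cutoff, the mean activation of sample wells plus 3 SD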; note: some results filed as inactive read as strong as hits
M1 PAM parental: nonselective activator or artifact in parental CHO-K1 calcium assay; ATP EC20, Fluo-8 calcium fluorescence; 0% at ATP EC20, 100% at ATP max; activation, % at 3 µM; actives 0.02% (n = 360,000);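 active = activation above the run cutoff, the mean activation of all test compounds plus 3 SD, cut at about 40% in these data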;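 note: peak over basal fluorescence ratio in a 140 s read after ATP addition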
M5 PAM: potentiates acetylcholine response at human M5 receptor; CHO-K1 hM5, Fluo-8 calcium, ACh EC20 PAM; 0% = ACh EC20, 100% = ACh EC100; actives 0.3% (n = 360,000); activation, % at 3 µM; AID 624038;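 active = activation above the run cutoff, the mean activation of all test compounds plus 3 SD, cut at about 18% in these data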
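system = human M5 receptor in CHO-K1 cells | reagent = EC20 acetylcholine as agonist stimulus | compound dosing = single-point, 3 µM nominal | incubation = Fluo-8 loading 80 min at 37 °C plus 30 min room temperature | detection = Fluo-8 calcium dye fluorescence, kinetic read | benchmarks = low control EC20 acetylcholine (0%), high control EC100 acetylcholine (100%)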
Active calls of the source: *; · = no result given. No enrichment for hits; 4.2% or so of the library scored in one or more.

| Compound | TAAR1 ag | CRFR2-BP antag | CHRM5 antagonist | TAAR1 antagonist | CRFR2-BP ag | CHRM5 agonist | CHRM4 PAM | M1 PAM parental | M5 PAM |
| --- | --- | --- | --- | --- | --- | --- | --- | --- | --- |
| O=C(Nc1nc(-c2ccco2)c(-c2ccco2)s1)C1CCC1 | -2 | 20 | -1 | 8 | 1.9 | -1 | -5 | 12 | -3 |
| O=C(COc1ccccc1F)NCc1nc2ccccc2[nH]1 | 0 | -13 | 4 | -12 | 1.5 | -3 | 2 | 13 | -4 |
| CCOC(=O)N1N=C(c2ccccc2)CC1(O)C(C)(F)F (stereo not given) | 1 | -7 | 4 | 3 | 4.2 | -4 | 5 | 20 | 7 |
| COc1ccc(CNC(=O)C(NC(C)=O)C(=O)Nc2ccc(OC)cc2)cc1 (stereo not given) | 11 | 12 | -7 | 17 | -2.9 | 1 | 14 | -1 | 6 |
| Cc1ccc(NC(=O)CSc2cn[nH]n2)cc1 | -5 | -9 | 1 | -8 | 0.8 | -3 | 1 | -10 | 3 |
| O=C1CCCN1CC(O)CS(=O)(=O)Cc1ccc(Cl)cc1 (stereo not given) | 2 | -13 | -1 | -49 | -0.3 | 6 | -1 | 16 | 8 |
| CCOC(=O)C1(Cc2ccccc2C)CCCN(S(=O)(=O)CC)C1 (stereo not given) | 1 | 11 | 1 | -12 | -1.0 | -2 | 0 | -15 | 3 |
| O=C(NCC1CCCO1)c1ccc2c(c1)N(Cc1ccccc1)C(=O)CS2=O (stereo not given) | 1 | 26 | -1 | 6 | -0.5 | -1 | -6 | 9 | -9 |
| COc1cccc(-c2nc(CS(=O)(=O)CC(=O)Nc3c(C)cccc3C)c(C)o2)c1 | -1 | 11 | -5 | 6 | -7.0 | 0 | 4 | -8 | 0 |
| CCOC(=O)C1=C(C)NC(C)=C(C(=O)OCC)C1C(=O)OCC(=O)N(CC)C1CCS(=O)(=O)C1 (stereo not given) | 0 | 9 | 7 | 1 | -1.8 | 1 | 1 | -8 | -3 |
| CC(C)Oc1snc(Cl)c1C(N)=O | 1 | -1 | -1 | 12 | -0.4 | 1 | -2 | 1 | -3 |
| C#CC1(O)CC(C)N(C)C(C)C1 (stereo not given) | 7 | 8 | 0 | -9 | -1.3 | 2 | 18 | 2 | 1 |
| Cc1cc2ncn(C(=O)c3c(-c4ccccc4)noc3C)c2cc1C | 10 | -25 | 3 | -4 | -0.5 | 2 | 1 | 5 | -3 |
| COc1ccc(CN2C(=O)CSCC2(C)C(=O)Nc2ccc3c(c2)OCCO3)cc1 (stereo not given) | 0 | · | 0 | -34 | · | -5 | 1 | · | 0 |
| CN(Cc1nc(-c2ccccn2)no1)S(=O)(=O)c1ccc(Cl)cc1 | 4 | -128 | -9 | -2 | 54* | 2 | 19 | -17 | -4 |
| Cc1ccc(CN(C)C(=O)C2CCC(=O)N(C3CCCCCC3)C2)cc1 (stereo not given) | 1 | -11 | 8 | 5 | 0.2 | -3 | 0 | 1 | 1 |
| CSc1cc(-c2ccccc2)n(Cc2ccccc2Cl)c(=O)c1C#N | 3 | 4 | 7 | -11 | 4.6 | -2 | 10 | 16 | 1 |
| COc1ccc(NC(=O)CSc2nnc3ccc(-c4ccccn4)nn23)c(OC)c1 | -1 | 8 | 4 | 0 | -0.5 | 3 | 7 | 2 | -1 |
| COc1ccc2oc(C(=O)OCC(=O)N3CCCC3=O)c(C)c2c1 | 3 | 2 | 6 | -4 | 0.4 | -1 | 2 | 6 | 15 |
| COc1cccc(C2CC(c3ccccc3OC)n3ncnc3N2)c1 (stereo not given) | 3 | -19 | 0 | -5 | -0.5 | -2 | -8 | 13 | 0 |

Filtered by structure: the entries above containing a Cl atom (four)
| Compound | TAAR1 ag | CRFR2-BP antag | CHRM5 antagonist | TAAR1 antagonist | CRFR2-BP ag | CHRM5 agonist | CHRM4 PAM | M1 PAM parental | M5 PAM |
| --- | --- | --- | --- | --- | --- | --- | --- | --- | --- |
| O=C1CCCN1CC(O)CS(=O)(=O)Cc1ccc(Cl)cc1 (stereo not given) | 2 | -13 | -1 | -49 | -0.3 | 6 | -1 | 16 | 8 |
| CC(C)Oc1snc(Cl)c1C(N)=O | 1 | -1 | -1 | 12 | -0.4 | 1 | -2 | 1 | -3 |
| CN(Cc1nc(-c2ccccn2)no1)S(=O)(=O)c1ccc(Cl)cc1 | 4 | -128 | -9 | -2 | 54* | 2 | 19 | -17 | -4 |
| CSc1cc(-c2ccccc2)n(Cc2ccccc2Cl)c(=O)c1C#N | 3 | 4 | 7 | -11 | 4.6 | -2 | 10 | 16 | 1 |

The list continues:
| Compound | TAAR1 ag | CRFR2-BP antag | CHRM5 antagonist | TAAR1 antagonist | CRFR2-BP ag | CHRM5 agonist | CHRM4 PAM | M1 PAM parental | M5 PAM |
| --- | --- | --- | --- | --- | --- | --- | --- | --- | --- |
| N#CCSc1nnc2c(Cl)cc(Cl)cn12 | 7 | 4 | 3 | -13 | -2.2 | 1 | 2 | -6 | 4 |
| O=C(CCC1CCN(C(=O)CC2=CCCCC2)CC1)NCc1ccc(F)cc1 | 4 | 28 | -1 | 4 | -0.1 | 1 | 0 | -10 | -2 |
| Cc1cc(S(=O)(=O)NCc2ccccc2)ccc1OCC(=O)NCc1ccncc1 | 0 | 9 | 0 | 4 | 1.3 | -3 | 4 | 10 | -2 |
| Cc1ccc(/C=C/C(=O)O)cc1S(=O)(=O)N(C)CCO | 7 | 8 | 6 | 1 | -1.3 | -4 | 13 | 11 | 0 |
| Cc1cc(C)nc(NC(=O)C(C)C)n1 | 8 | -15 | -2 | 2 | 0.9 | 1 | 0 | 12 | -2 |
| Clc1ccccc1-c1ncc(-c2ccccc2)o1 | 4 | -16 | 6 | -8 | -1.3 | 1 | 0 | 19 | 0 |
| O=C(Nc1ccc(F)cc1F)C1CCCN1S(=O)(=O)c1ccc(-c2ccc(=O)[nH]n2)s1 (stereo not given) | 10 | 17 | 9 | -20 | -1.1 | -1 | 0 | -31 | -4 |
| COc1ccc(CNC(=O)CCn2c(=O)oc3ccccc32)c(OC)c1 | 0 | 1 | -4 | -3 | 0.6 | 0 | -14 | 9 | -2 |
| COCCNC(=O)CCc1c(C)nc2c(c(C)nn2-c2ccc(C)c(C)c2)c1C | 0 | 2 | -1 | -5 | -0.8 | 0 | 2 | -8 | -2 |
| CCSc1ncc(Cl)c(C(=O)Nc2ccc(S(=O)(=O)Nc3onc(C)c3C)cc2)n1 | 4 | 44 | 48* | -18 | -1.4 | 4 | 10 | -9 | 3 |
| COC(=O)[C@@]12CCCCN1[C@H](c1ccc(-c3ccc4c(c3)OCO4)cc1)[C@H]1C(=O)N(C)C(=O)[C@H]12 | 1 | 5 | 7 | 19 | 0.4 | 0 | -2 | 12 | 5 |
| O=C(Cc1cc(=O)[nH]c(=O)[nH]1)NCCN1CCOCC1 | 1 | 10 | -5 | -18 | -1.6 | 0 | 4 | 29 | 2 |
| CC(C)CCNC(=O)CN(Cc1ccc(F)cc1)C(=O)CCC(=O)Nc1ccccn1 | -2 | -1 | 5 | 6 | -0.7 | 0 | -5 | -2 | 5 |
| Cc1nnc(NC(=O)CC(C)c2ccccc2)s1 (stereo not given) | 5 | -24 | -8 | -13 | 0.2 | 1 | 5 | 14 | 9 |
| CCCOc1ccc(CSc2nnc(CCC)n2N)cc1 | 11 | 14 | -5 | 3 | -2.1 | -2 | 16 | -1 | -1 |
| COC(=O)c1ccc(CNC(=O)Cn2nnnc2CN(C)C(C)C)cc1 | 6 | -1 | 3 | -7 | -0.5 | 7 | -5 | -19 | -6 |
| O=C(NC(=S)Nc1cccc(C(F)(F)F)c1)c1csnn1 | -1 | -19 | -4 | 1 | 1.2 | -2 | 0 | 3 | 4 |
| N#C/C(=C\C=C\c1ccccc1)C(=O)Nc1ccccc1 | 26 | -12 | -10 | 33 | 1.0 | -1 | 0 | 16 | 3 |
| CC(C)c1cccc(C(C)C)c1NC(=O)CN1C(=O)NC2(CCCCCCC2)C1=O | 1 | -6 | 14 | -21 | -1.7 | 3 | 2 | 0 | -5 |
| CCc1nc2ccc(C(=O)N3CCN(C)CC3)cn2c1N(C)CCC(C)C | 2 | · | 6 | -14 | · | -2 | 5 | 20 | -3 |
| COc1ccc(Br)cc1/C=C/C(=O)NC(=S)Nc1ccc(Cl)c(C(=O)O)c1 | 0 | 13 | -8 | 6 | -0.7 | -5 | -6 | 14 | 1 |
| C=CCNc1nc(Cl)nc(Nc2ccccc2)n1 | -4 | 3 | -2 | -22 | -1.6 | -2 | -3 | 1 | 5 |
| CC(=O)n1nc(-c2ccc(C)cc2)nc1NCc1ccco1 | 1 | -2 | 3 | -22 | 1.1 | -3 | -1 | 0 | 6 |
| Cc1cc(C)n(-c2ccccc2[N+](=O)[O-])n1 | 7 | 2 | -8 | 3 | 0.8 | 1 | 3 | -3 | 7 |
| CC1(C(=O)O)CCCN(C(=O)c2cccnc2Oc2ccccc2)C1 (stereo not given) | 1 | · | -5 | -16 | · | 1 | 6 | 29 | 5 |
| CN(C)C(=O)CCC(=O)N1CCCCC1C(=O)Nc1ccc(Oc2ccccc2F)cc1 (stereo not given) | 6 | 6 | 5 | -6 | 0.4 | 3 | -9 | -11 | -4 |
| CCOc1ccc(C(=O)NCCC(=O)NCCCC(=O)O)cc1 | 6 | 3 | -6 | -7 | -1.1 | 0 | 18 | 10 | 2 |
| COc1ccc(C2SCCN2C(=S)Nc2cccc(C(F)(F)F)c2)cc1 (stereo not given) | 5 | -5 | 1 | -4 | 3.1 | 0 | 5 | 17 | 0 |
| Cc1ccccc1N(CC(=O)N/N=C/c1cc(Br)c(C)o1)S(C)(=O)=O | 0 | -21 | 4 | 0 | 0.5 | 1 | -3 | 15 | -2 |
| Cc1cc(OCc2nnc(SC(C)C(=O)O)n2Cc2ccccc2)ccc1Cl (stereo not given) | 7 | 10 | 7 | -8 | 1.4 | -1 | 4 | 10 | 0 |
| COc1ccc(C(=O)N=C2SC3CS(=O)(=O)CC3N2Cc2ccc(OC)c(OC)c2)cc1 (stereo not given) | 7 | -5 | 1 | 4 | -0.4 | -1 | -3 | 5 | 0 |
| CSc1ccc(C2NN=C(c3ccccc3)S2)cc1 (stereo not given) | 9 | -11 | -4 | -24 | -0.1 | -1 | -3 | 19 | 7 |
| Cc1cc(C)c(C#N)c(Nc2ccccc2)n1 | 10 | -18 | -3 | 12 | 0.6 | 2 | 0 | 13 | 0 |
| CCN(CC(=O)Nc1ccc(OC)cc1)C(=O)C1CC(=O)N(Cc2ccccc2)C1 (stereo not given) | 1 | -2 | -7 | -2 | 0.4 | 0 | 2 | 21 | 2 |
| Clc1ccc(-c2noc(CSc3nnc(Cc4cccs4)n3-c3ccccc3)n2)cc1 | 2 | -8 | 2 | 12 | 4.5 | 1 | -5 | 28 | -9 |
| CCC(=O)NC(=S)Nc1ccccc1C(=O)OC | 3 | 11 | -2 | -19 | -3.6 | -1 | 7 | 17 | 1 |
